OXTR potentiator – human OXTR potentiators, primary screen, fluorescence, CHO-OTR cells, Fluo-8 calcium; Oxytocin receptor (Homo sapiens), P30559; Fluo-8 calcium fluorescence, potentiator mode; 0% = oxytocin EC15, 100% = EC100; activation, % at 3 µM; 320,000 compounds, 0.061% hits; AID 2445, 2010;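 active = activation above that plate's cutoff, the mean activation of tested compounds plus 3 SD, cut at about 6.6% in these data, passing the limit was not always enough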;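 note: 100% uses oxytocin at 75 nM as the full agonist control; some results filed as inactive read as strong as hits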
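assay system = CHO-OTR cells, human receptor | schedule = compound 6 min at room temperature before oxytocin, 100 s read | detection = Fluo-8 intracellular calcium fluorescence, ex 470-495, em 515-575 nm | evaluation = normalized max/min fluorescence ratio, % activation | control set = EC15 oxytocin alone as 0%, 75 nM oxytocin (EC100) as 100%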
M1 ag parental – counter-screen for M1 agonists: effect in parental CHO-K1 cells | Fluo-8 calcium fluorescence; scaled to maximal ATP response, vehicle zero | activation, % at 3 µM | 360,000 compounds, 0.48% hits | AID 602248, 2012; in the data active = activation above about 15%;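 note: untransfected CHO-K1 host cells lacking M1 receptor as counterscreen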
CHO-K1 Ca antag – nonselective inhibitor or artifact in parental CHO-K1 cells; ATP-induced calcium, Fluo-8 fluorescence; inhibition, % at 3 µM; 360,000 compounds, 0.6% hits;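 active = inhibition above a per-plate cutoff, the plate's mean sample inhibition plus 3 SD, cut at about 24% in these data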;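 note: 0% = DMSO plus EC80 ATP and 100% = DMSO alone without ATP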
GPR7 antagonist – GPR7 receptor antagonists, primary screen, cell-based, fluorescence, single concentration; GPR7-expressing cells, fluorescence antagonist assay; inhibition, % at 4.4 µM; 290,000 compounds, 1.1% hits; AID 1861, 2009; in the data active = inhibition above about 16%, passing the limit was not always enough;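 note: cells stimulated with the agonist NPW; 0% = agonist with vehicle and 100% = vehicle without agonist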
Target sequence (P48145 whole entry, looked up): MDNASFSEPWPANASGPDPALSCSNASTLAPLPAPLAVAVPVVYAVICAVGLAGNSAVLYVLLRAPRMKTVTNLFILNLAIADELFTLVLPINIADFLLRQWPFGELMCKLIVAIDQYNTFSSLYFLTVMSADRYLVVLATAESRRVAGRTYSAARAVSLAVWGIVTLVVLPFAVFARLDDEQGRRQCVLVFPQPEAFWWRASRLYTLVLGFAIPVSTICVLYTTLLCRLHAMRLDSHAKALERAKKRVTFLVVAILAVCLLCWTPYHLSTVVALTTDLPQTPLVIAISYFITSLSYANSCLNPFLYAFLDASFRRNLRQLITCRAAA
TAAR1 antagonist – human TAAR1 antagonists, primary screen, Fluo-8 calcium fluorescence, CHO RD-HGA16 cells; AID 624466, 2012; 360,000 compounds, 1.5% hits; antagonist; inhibition, % at 3 µM;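 active = inhibition above a per-plate cutoff, the mean inhibition of test compounds on that plate plus 3 SD, cut at about 49% in these data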;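 note: 0% = DMSO plus EC80 beta-PEA response and 100% = DMSO alone without agonist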
Target sequence (Q96RJ0 whole entry, looked up): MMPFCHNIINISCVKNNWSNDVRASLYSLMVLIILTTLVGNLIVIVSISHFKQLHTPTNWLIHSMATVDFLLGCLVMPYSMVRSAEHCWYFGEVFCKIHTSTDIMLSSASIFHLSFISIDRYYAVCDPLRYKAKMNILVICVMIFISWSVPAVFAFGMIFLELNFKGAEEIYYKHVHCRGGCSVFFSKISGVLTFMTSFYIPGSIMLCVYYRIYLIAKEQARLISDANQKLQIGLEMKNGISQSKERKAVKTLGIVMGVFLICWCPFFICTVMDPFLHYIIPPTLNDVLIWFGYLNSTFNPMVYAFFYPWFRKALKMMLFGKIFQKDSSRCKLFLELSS
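Test system: RD-HGA16 CHO cells with stable hTAAR1 and Gα16 / Probe or stimulus: EC80 β-phenethylamine stimulus / Times: seeding 17-24 h prior, 75-min 37 °C, 30-min RT dye loading / Detection: Fluo-8 calcium-sensitive fluorescence / Read-out basis: % inhibition scaled between DMSO and EC80 PEA controls / Repeats: singlicate, one well per test compound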
V1R ag counter – agonists of human V1a receptor, primary screen, counter-screen for OXTR agonist project, fluorescence, CHO-V1R cells. Fluo-8 calcium fluorescence, agonist mode; 0% DMSO, 100% 3 nM vasopressin. Vasopressin V1a receptor (Homo sapiens), P37288. activation, % at 3 µM. 320,000 compounds, 0.25% hits;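 active = activation above the mean activation of all tested compounds plus 3 SD, per screening run, cut at about 20% in these data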;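 note: signal is peak over basal fluorescence ratio across a 100 second FLIPR read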
Target sequence (P37288 whole entry, looked up): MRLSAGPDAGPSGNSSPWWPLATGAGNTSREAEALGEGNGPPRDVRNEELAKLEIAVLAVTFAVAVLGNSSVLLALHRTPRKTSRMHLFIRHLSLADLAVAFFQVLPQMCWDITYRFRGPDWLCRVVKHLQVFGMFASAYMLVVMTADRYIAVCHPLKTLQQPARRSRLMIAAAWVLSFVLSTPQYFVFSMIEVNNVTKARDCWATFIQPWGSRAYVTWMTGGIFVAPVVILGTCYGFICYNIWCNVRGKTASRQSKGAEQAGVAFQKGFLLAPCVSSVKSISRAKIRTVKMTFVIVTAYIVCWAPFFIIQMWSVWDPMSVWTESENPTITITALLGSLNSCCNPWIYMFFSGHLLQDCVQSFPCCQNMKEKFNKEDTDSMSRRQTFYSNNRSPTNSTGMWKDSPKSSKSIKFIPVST
CHO parental Ca – ATP-evoked calcium signal inhibitors, parental CHO, primary screen, counter-screen for OX1R antagonist project, cell-based, fluorescence, Fluo-8 calcium dye; parental CHO-K1, ATP-induced calcium, Fluo-8 fluorescence; inhibition, % at 5.6 µM; 330,000 compounds, 0.63% hits;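 active = inhibition above that plate's mean sample inhibition plus 3 SD, cut at about 26% in these data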;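 note: 0% = ATP-challenged DMSO wells and 100% = DMSO wells without ATP; some compounds past the cut are filed as inactive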
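Material: Parental CHO cells | Reagent: ATP | Compound dosing: Single nominal dose of 5.6 µM per compound | Detection: Intracellular calcium via Fluo-8 no-wash fluorescent dye | Read-out: % inhibition of ATP-induced calcium mobilization | Benchmarks: Low control ATP plus DMSO, high control DMSO only | Replicates: Singlicate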
CHO-K1 Ca PAM – nonselective calcium activators in parental CHO-K1 cells, primary screen, counter-screen for M1 PAM project, cell-based, Fluo-8 calcium fluorescence, full deck, 1536-well. ATP EC20; 0% at ATP EC20, 100% at ATP max. activation, % at 3 µM. 360,000 compounds, 0.02% hits;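 active = activation above the run cutoff, the mean activation of all test compounds plus 3 SD, cut at about 40% in these data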;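 note: peak over basal fluorescence ratio in a 140 s read after ATP addition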
OXTR agonist – human OXTR agonists, primary screen, fluorescence, CHO-OTR cells, Fluo-8 calcium; Oxytocin receptor (Homo sapiens), P30559; Fluo-8 calcium fluorescence; normalized: DMSO 0%, oxytocin 100%; activation, % at 3 µM; 320,000 compounds, 0.32% hits; AID 2435, 2010;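 active = activation above the mean of all tested compounds plus 3 SD, cutoff set per screening run, cut at about 20% in these data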;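 note: peak over basal fluorescence ratio from a 100 s FLIPR kinetic read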
The depositor's hits bear a star; . = no result given.

SMILES	OXTR potentiator	M1 ag parental	CHO-K1 Ca antag	GPR7 antagonist	TAAR1 antagonist	V1R ag counter	CHO parental Ca	CHO-K1 Ca PAM	OXTR agonist
COc1cc(CNc2ccc3c(c2)CCC3)cc(OC)c1O	1	0.8	-12	-10	3	-0.2	-4	21	0.9
O=C(NCc1cccnc1)c1cccc(F)c1	-13	0.2	-9	-5	7	0.6	6	21	-0.2
CCC1=NN(C(=O)Cc2ccc(OC)cc2)C(O)(C(F)(F)F)C1 (stereo unspecified)	-5	0.1	-13	10	-10	1.4	-14	14	0.3
CC(=O)n1cc(/C=N/NC(=O)c2ccccc2Cl)c2ccccc21	-7	1.5	-8	14	.	5.1	3	19	8.0
COc1ccc(C(=O)N/C(=C\c2ccccc2)C(=O)Nc2ccc(C(=O)NCC(=O)O)cc2)cc1	-8	-0.1	-11	-6	-35	0.1	1	-13	0.3
COCCN(CCOC)S(=O)(=O)c1ccc(OC)cc1	2	0.3	0	2	7	-0.2	4	9	-0.6
CC(c1ccccc1)N1C(=O)OC(C)(C)C1(C)O (stereo unspecified)	.	0.8	-10	.	-20	.	.	4	.
CCCN(CCC)CCCNC(=S)Nc1ccc2nc(N3CCCC3)cc(C)c2c1	-1	-0.6	10	-6	-15	0.2	-3	-10	-0.1
Cc1cc(Cn2ccnc2)c(C)c([N+](=O)[O-])c1Cn1ccnc1	-5	0.1	-9	3	10	0.1	-1	7	0.8
C/C(=N\Nc1ccc(F)cc1)c1ccncc1	-7	0.6	-9	3	-11	-0.6	-3	25	-1.4
CC(C)C(=O)NNC(=O)c1csc(-c2cccs2)n1	-1	1.0	11	0	-17	0.6	4	-22	0.6
COC(=O)c1c(NC(=O)CC2SC(N)=NC2=O)sc2c1CCC(C(C)(C)C)C2 (stereo unspecified)	-5	-0.9	7	-7	-8	1.4	-2	-9	-0.1
Cc1cc(C)n(CCCNC(=O)c2cc(COc3ccc(C)c(C)c3)on2)n1	-3	2.9	-11	0	-10	3.8	-9	9	2.5
CC(C)N1CCN(Cc2ccc(C#CC(C)(C)O)cc2)CC1CCO (stereo unspecified)	-14	0.0	16	-1	3	0.3	-10	-14	0.0
Cc1c(C(=O)OCC(=O)N(C)Cc2ccc(Cl)cc2)oc2ccccc12	-4	-0.1	-6	.	-9	0.5	-34	0	-0.5
O=C1NCCN(C(=O)CCc2nnc(-c3ccsc3)o2)C1c1ccc(F)cc1 (stereo unspecified)	-6	1.7	-20	-13	12	-0.7	4	30	0.6
CC(=O)C1=C(O)C(=O)N(c2cccc(C(=O)O)c2)C1c1ccc(F)cc1 (stereo unspecified)	-5	0.3	7	-4	-7	0.8	-4	-5	-0.2
Cc1nn(CC(=O)NCc2ccccn2)c(C)c1[N+](=O)[O-]	4	0.6	-10	-15	-7	0.0	-3	12	1.5
Cc1cccc(N(C(=O)CCC(=O)Nc2cc(C)on2)C(C(=O)NC2CCCC2)c2ccccc2)c1 (stereo unspecified)	1	1.9	-9	-2	10	-0.1	-20	-8	-1.0
CCOc1ccc(NC(=O)Cc2ccc(S(=O)(=O)N3CCOCC3)s2)cc1OCC	-10	0.6	6	4	-10	-1.1	6	-2	-0.9
CCn1cc(NC(=O)Nc2ccc(OC)c(OC)c2)c(C(N)=O)n1	-4	0.3	2	-4	-7	0.8	-9	7	0.6
COC(=O)c1sccc1NC(=O)Cc1ccc(OC)c(OC)c1	-4	1.5	0	-5	-8	6.2	-10	-9	5.3
O=C(NCc1ccc2c(c1)OCO2)Nc1ccc(Cl)cc1	-8	2.9	-10	-12	6	3.7	0	8	0.5
Nc1c(N(CCO)C(=O)C2CCCCC2)c(=O)[nH]c(=O)n1Cc1ccccc1	-3	1.2	-12	-16	-15	0.5	-10	21	0.0
O=C(CSc1nc2ccccc2[nH]1)c1c[nH]c2ccccc12	-9	1.1	0	11	-2	7.2	-5	-1	5.8

Quoted from above (two entries):
SMILES	OXTR potentiator	M1 ag parental	CHO-K1 Ca antag	GPR7 antagonist	TAAR1 antagonist	V1R ag counter	CHO parental Ca	CHO-K1 Ca PAM	OXTR agonist
CCOc1ccc(NC(=O)Cc2ccc(S(=O)(=O)N3CCOCC3)s2)cc1OCC	-10	0.6	6	4	-10	-1.1	6	-2	-0.9
CCn1cc(NC(=O)Nc2ccc(OC)c(OC)c2)c(C(N)=O)n1	-4	0.3	2	-4	-7	0.8	-9	7	0.6

Remaining list, next part.
SMILES	OXTR potentiator	M1 ag parental	CHO-K1 Ca antag	GPR7 antagonist	TAAR1 antagonist	V1R ag counter	CHO parental Ca	CHO-K1 Ca PAM	OXTR agonist
Cc1cc(NC(=O)CSc2nc3cc(Cl)ccc3c(=O)n2Cc2ccco2)no1	8	-0.1	1	-6	-8	-0.5	-27	5	-1.2
COc1ccc(CCNC(=O)C(=O)NCC2CCCN2S(=O)(=O)c2ccc(OC)cc2)cc1 (stereo unspecified)	-12	12	2	.	74*	5.0	5	0	1.9
CC(=O)Nc1ccc(NC(=S)NC(=O)/C=C/c2ccco2)cc1	-4	0.0	-21	-11	-12	0.0	-2	23	-0.9
CC(=O)c1c(C)oc2ccc(N(C(=O)C3CCCCC3)S(=O)(=O)c3cc([N+](=O)[O-])ccc3C)cc12	-8	0.6	-8	-6	-10	0.1	-15	18	-1.3
COc1cccc(NC(=S)N2CCC(Cc3ccccc3)CC2)c1	.	1.2	-6	1	-14	.	.	-7	.
CCOc1c(Br)cc(C2NS(=O)(=O)N=C3CCCCCN32)cc1OC (stereo unspecified)	-8	-0.4	-8	4	-11	0.2	-17	14	-2.3
O=c1cc(C2CCCCC2)[nH]c(=O)[nH]1	.	0.6	-10	.	-11	.	.	8	.
CC1=NN(C(=O)COc2ccccc2C)C(O)(c2ccc(Cl)cc2)C1 (stereo unspecified)	-10	0.6	-9	-3	-1	1.4	-10	6	0.3
CN1C(=O)C(O)(CC(=O)/C=C/c2ccco2)c2ccccc21 (stereo unspecified)	2	0.7	-14	0	-17	0.8	-24	26	0.5
COc1ccc2c3c([nH]c2c1)C1CC2C(CC(O)C(OC)C2C(=O)O)CN1CC3 (stereo unspecified)	-1	0.7	-3	-2	-9	0.4	-3	2	-0.4
C=CCn1cnc2c(c1=O)c1nc3ccccc3nc1n2-c1ccc(C)cc1	-13	.	.	-7	7	-0.6	-28	.	-0.7
Cc1cc(C(=O)NNC(=S)NCC2CCCO2)cs1 (stereo unspecified)	-7	0.6	1	2	3	0.4	6	-9	0.4
COCCN1C(=O)N[C@@H](c2ccco2)C(C(=O)OC)=C1C	-4	0.7	-13	.	-3	0.5	-19	17	0.5
Cc1ccc(S(=O)(=O)CCC(=O)OCCOc2cccc(Br)c2)cc1	-3	2.8	-15	.	2	3.1	-12	11	0.9
COc1ccc(-c2cc(-c3ccccc3)nc(NN)n2)cc1OC	-3	2.4	0	-14	33	-0.5	-17	5	-0.5
CCCNC(=O)C1(C)CCCN(Cc2ccsc2)C1 (stereo unspecified)	.	0.5	-13	.	-13	.	.	6	.
CN(C)c1ccc(Cc2cc3c(O)ccc(O)c3cc(Cc3ccc(N(C)C)cc3)c2=O)cc1	.	-0.4	5	.	-6	.	.	-11	.
Cc1ccccc1OCCC(=O)OCC(=O)Nc1ccc(N2CCOCC2)cc1	-10	3.8	0	-7	-12	0.9	2	-1	0.1
COc1ccccc1NS(=O)(=O)c1cc(NC(=O)Cc2n[nH]c(=O)c3ccccc23)ccc1Cl	-5	0.5	-10	.	29	0.9	-5	6	1.8
CCCCOC(=O)c1ccc(NC(=O)C(=O)NCc2cccnc2)cc1	-11	2.7	-7	-4	4	7.6	28	20	7.5
O=C(c1ccccc1NS(=O)(=O)c1ccc(Cl)cc1)N1CCc2ccccc21	1	5.2	-13	-8	6	21*	-17	25	-1.4
COc1ccc(/C=C/CN2CCN(CC(C)C)C(CCO)C2)cc1 (stereo unspecified)	-2	-0.5	4	-2	6	1.2	-10	12	-0.8
COc1cccc(/C=N/NC(=O)CNC(=O)c2ccco2)c1O	-6	0.8	-11	15	-35	0.8	6	21	0.6
CCOC(=O)C1(C)CCCN(C(=O)c2ccccc2C(F)(F)F)C1 (stereo unspecified)	.	0.1	-2	.	-10	.	.	-6	.
O=C(Cc1cccs1)NCc1ccc(F)cc1	-10	0.1	-18	-11	1	-0.2	-22	3	-0.5

The listing continues.
SMILES	OXTR potentiator	M1 ag parental	CHO-K1 Ca antag	GPR7 antagonist	TAAR1 antagonist	V1R ag counter	CHO parental Ca	CHO-K1 Ca PAM	OXTR agonist
CC(C)C(NC(=O)c1ccc(F)cc1)C(=O)NCC1CCCO1 (stereo unspecified)	-5	0.6	-13	-8	-20	12	6	5	-0.5
COc1ccc(-c2nnc(-c3ccccc3O)o2)cc1	-1	-0.2	-15	-3	-8	0.0	-9	5	-0.8
CC(C)c1ccc(O)c(N)c1	0	-0.2	-2	-7	-7	0.2	-3	15	1.6
CCn1c(SCC(=O)N(C)C)nc2cc(S(=O)(=O)N3CCCCC3)ccc21	8	1.1	-3	.	-29	2.3	-20	-13	-0.2
COCCNc1nc2c(c(=O)n(C)c(=O)n2C)n1Cc1cccc(C(F)(F)F)c1	-16	0.2	5	-2	-10	2.1	22	-9	1.3
COc1cccc(N2CCN(C(=O)CCCCCNc3nc(=S)[nH]c4ccccc34)CC2)c1	-11	7.7	1	-13	59*	0.4	-13	-1	-2.5
CC(C)NC(=O)c1cc(-c2ccc(Br)cc2)on1	-4	4.8	-2	0	4	3.8	18	-12	4.4
Cc1ccc(NC(=S)N2CCC(N(C)CC3CCCO3)CC2)cc1C (stereo unspecified)	2	0.6	5	-3	10	1.4	-9	-8	0.1
Cc1cccc(C)c1N(C(=O)c1ccco1)C(C(=O)NC1CCCC1)c1ccncc1 (stereo unspecified)	1	-0.7	-15	-11	-16	-0.5	-17	19	-1.7
CC1=C(C(=O)OCCOC(C)C)C(c2cccnc2)C2=C(CCCC2=O)N1 (stereo unspecified)	-15	0.3	-20	1	5	0.5	-2	9	0.6
COc1cc(OC)nc(Oc2ccccc2C(=O)Oc2ccc(F)cc2Cl)n1	-7	1.0	-26	-26	1	0.8	-21	9	0.6
COc1ccc(N2CCN(C(CNC(=O)C(=O)NC3CC3)c3ccco3)CC2)cc1 (stereo unspecified)	4	2.0	-20	.	-8	1.3	-7	7	0.5
COc1ccc(C(=O)ON=C(C)c2nccs2)cc1	.	1.9	-10	.	2	.	.	24	.
